From PubChem BioAssay
AID2073: inhibitors of Mint1-CaV2.2 protein interaction, biochemical, HTRF (AID 2073); Voltage-dependent N-type calcium channel subunit alpha-1B (Homo sapiens); HTRF protein-protein interaction, Mint1-CaV2.2; higher % means a stronger effect; one-dose inhibition, % at 20 µM; IC50 in µM for titrated hits; hit rate 0.19% among 290,000; in the data active = inhibition mostly above about 51%, no sharp cut-off; inconclusive = no clear call, values can overlap the other calls; inactive = mostly below about 53%; also: some results filed as inactive read as strong as hits
GPR55 activation: GPR55 agonists via beta-arrestin recruitment, primary screen, imaging, U2OS cells, beta-arrestin-GFP redistribution (AID 1961); G-protein coupled receptor 55 (Homo sapiens); U2OS GPR55 beta-arrestin-GFP redistribution imaging; higher % means a stronger effect; activation, % at 10 µM, or EC50 in µM where a hit was titrated; hit rate 0.048% among 290,000;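 active = activation above 40% with more than 50 cells counted in the well; inconclusive = wells holding fewer than 50 cells, flagged as toxic or sparse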;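 also: U2OS osteosarcoma cells stably expressing GPR55 and beta-arrestin-GFP; plate controls were DMSO negative control for no effect and LPI positive control for full effect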
GPR55 LPI antagonism: GPR55 antagonists blocking LPI-driven arrestin recruitment, primary screen, imaging, U2OS, beta-arrestin-GFP, LPI agonist (AID 2013) | U2OS GPR55 beta-arrestin-GFP translocation imaging, LPI antagonism; higher % means a stronger effect | one-dose inhibition, % at 10 µM; IC50 in µM for titrated hits | G-protein coupled receptor 55 (Homo sapiens) | hit rate 0.13% among 290,000;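 active = spots per cell inhibited over 60%, with over 100 cells counted and total cytoplasm intensity under 500,000; inconclusive = wells with under 100 cells, flagged as likely toxic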;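 also: U2OS cells stably carrying GPR55 and arrestin-GFP stimulated by 5 µM LPI near EC80; imaged beta-arrestin-GFP aggregate spots per cell after agonist stimulation; plate controls were LPI-stimulated DMSO wells for no effect and DMSO wells without LPI for full effect; some results filed as inactive read as strong as hits; confirmed hits need IC50 under 10 µM and bright autofluorescent wells are also inconclusive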
Siah-1 displacement: Siah-1 peptide-binding antagonists, primary screen, biochemical, fluorescence polarization, rhodamine-plectin, uHTS (AID 1817). Siah-1 / rhodamine-plectin peptide fluorescence polarization; higher % means a stronger effect. one-dose displacement, % at 20 µM; IC50 in µM for titrated hits. hit rate 0.02% among 290,000;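 active = displacement of at least 50% at 20 µM, with a fluorescence ratio check between 0.3 and a set limit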;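 also: plate controls were Siah plus tracer with DMSO for no effect and tracer alone without Siah for full effect; strong numbers were not always called active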
NTR1 ag: agonists of NTR1, primary screen, imaging, U2OS cells, beta-arrestin-GFP, high content (AID 493036). NTR1-U2OS beta-arrestin-GFP spot imaging, agonist mode. activation, % at 20 µM. hit rate 0.17% among 330,000;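 active = activation at or above 40% of the spot to cytoplasm intensity ratio, with at least 20 cells analyzed; inconclusive = wells under 20 cells, flagged as cytotoxic or low count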;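 also: 0% = DMSO without peptide and 100% = 100 nM NTR1 peptide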
Target sequence (P30989 whole entry, looked up): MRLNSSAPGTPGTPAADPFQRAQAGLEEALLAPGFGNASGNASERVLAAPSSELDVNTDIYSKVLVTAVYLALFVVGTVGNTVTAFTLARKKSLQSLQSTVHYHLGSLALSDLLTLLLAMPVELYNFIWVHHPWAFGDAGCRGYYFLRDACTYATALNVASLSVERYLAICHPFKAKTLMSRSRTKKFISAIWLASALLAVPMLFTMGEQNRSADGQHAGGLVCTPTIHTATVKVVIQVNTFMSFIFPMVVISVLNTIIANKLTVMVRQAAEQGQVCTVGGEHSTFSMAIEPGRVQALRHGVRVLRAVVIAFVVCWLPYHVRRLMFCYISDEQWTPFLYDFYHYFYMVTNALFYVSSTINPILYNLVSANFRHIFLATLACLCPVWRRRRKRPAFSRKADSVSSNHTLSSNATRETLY
HIV peptide binding: inhibitors of HIV fusion peptide binding, primary screen, biochemical, uHTS, fluorescence dequenching (AID 1986); cell-free peptide binding, fluorescence dequenching, 30 min; higher % means a stronger effect; hit rate 0.3% among 290,000; one-dose inhibition, % at 20 µM; IC50 in µM for titrated hits; in the data active = inhibition mostly above about 52%, no sharp cut-off; inactive = mostly below about 76%; also: some results filed as inactive read as strong as hits
NS5 inhibitors: Dengue-2 NS5 methyltransferase inhibitors, primary screen, biochemical, confirmation dose response (AID 588689); Genome polyprotein (Dengue virus type 2 (strain 16681-PDK53)); Dengue-2 NS5 methyltransferase capping enzyme assay, biochemical; higher % means a stronger effect; inhibition, % at 25 µM, or IC50 in µM where a hit was titrated; hit rate 0.3% among 340,000; in the data active = a potency from the dose series; inconclusive = inhibition above about 29% without an active follow-up result
GPR35 antagonists: GPR35 antagonists blocking zaprinast-driven arrestin recruitment, primary screen, imaging, U2OS, beta-arrestin-GFP, zaprinast agonist (AID 2058). inhibition, % at 10 µM; hits with a dose series show IC50 in µM. G-protein coupled receptor 35 (Homo sapiens). U2OS GPR35 beta-arrestin-GFP translocation imaging, zaprinast antagonism; higher % means a stronger effect. hit rate 0.052% among 290,000;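 active = inhibition of at least 50% with at least 30 cells and total cytoplasm GFP at most 10,000,000; inconclusive = under 30 cells or total GFP of 10,000,000 plus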
UTI89 phage lysis: inhibition of K1F phage lysis, E. coli UTI89, bacterial capsule biogenesis inhibitors, alamar blue (AID 488966). hit rate 0.02% among 340,000. E. coli UTI89 K1F phage lysis, alamar blue, 2 h; higher % means a stronger effect. inhibition, % at 100 µM, or IC50 in µM where a hit was titrated;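 active = phage lysis inhibition, versus mean bacterial control, above a set limit; inconclusive = no clear call, values can overlap the other calls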;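 also: capsule biogenesis inhibitors block K1F phage lysis so surviving cells raise fluorescence; higher fluorescence means more inhibition of phage lysis; actives were called in the ten point dose series up to 300 µM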
NTR1 ag cell count 20 µM: also measured in NTR1 ag; calls as there; cell count; measured here: cell count, cytotoxicity flag
Active calls of the source: *; [ ] = another dose, or the depositor's remark. No enrichment for hits. Share with any hit: about 1.2%.

What do the screens show for `Cc1cccc2c(N=Nc3ccc(S(=O)(=O)Nc4cccc(Cl)c4)cc3[N+](=O)[O-])c(O)[nH]c12`?
AID2073: 50%; GPR55 activation: -0.1%; GPR55 LPI antagonism: -1%; Siah-1 displacement: 0%; NTR1 ag: 0.0; HIV peptide binding: 30%; NS5 inhibitors: 5%; GPR35 antagonists: -6%; UTI89 phage lysis: -0.6%; NTR1 ag cell count 20 µM: 76

Results for CC1Cc2nc(SCC(=O)N3CCN(c4ccccc4)CC3)n(CCc3ccccc3)c(=O)c2S1 (stereo unspecified) ?
AID2073: 5%; GPR55 activation: -0.3%; GPR55 LPI antagonism: 12%; Siah-1 displacement: 2%; NTR1 ag: 5.0; HIV peptide binding: 0.3%; NS5 inhibitors: -1%; GPR35 antagonists: 3%; UTI89 phage lysis: 5.7%; NTR1 ag cell count 20 µM: 63

What do the screens show for `CC(=O)N(C(C)=O)c1nc2nc(C)cc(C)n2n1`?
AID2073: 8%; GPR55 activation: -0.1%; GPR55 LPI antagonism: 11%; Siah-1 displacement: -4%; NTR1 ag: -1.3; HIV peptide binding: -2.5%; NS5 inhibitors: -5%; GPR35 antagonists: -4%; UTI89 phage lysis: 0.7%; NTR1 ag cell count 20 µM: 56

Results for COc1cccc(N2C(=O)CC(c3c[nH]c4ccccc34)C2=O)c1 (stereo unspecified) ?
AID2073: -1%; GPR55 activation: -0.2%; GPR55 LPI antagonism: 2%; Siah-1 displacement: 2%; NTR1 ag: 2.1; HIV peptide binding: 3.4%; NS5 inhibitors: -3%; GPR35 antagonists: 10%; UTI89 phage lysis: -0.3%; NTR1 ag cell count 20 µM: 86

Results for CCCCc1ccc(NC(=O)CSCc2cc(=O)[nH][nH]2)cc1 ?
AID2073: 1%; GPR55 activation: -0.1%; GPR55 LPI antagonism: 2%; Siah-1 displacement: -2%; NTR1 ag: 0.0; HIV peptide binding: 12%; NS5 inhibitors: -9%; GPR35 antagonists: 7%; UTI89 phage lysis: -0.1%; NTR1 ag cell count 20 µM: 60

What do the screens show for `CCc1nc(SCC(=O)N2CCN(c3ccccc3)CC2)c2c(=O)n(C)c(=O)n(C)c2n1`?
AID2073: 12%; GPR55 activation: -0.1%; GPR55 LPI antagonism: -4%; Siah-1 displacement: 2%; HIV peptide binding: -0.2%; GPR35 antagonists: 1%

Results for Cc1noc(C)c1C(=O)Nc1sc(C)c(-c2ccccc2)c1C#N ?
AID2073: -6%; GPR55 activation: -0.1%; GPR55 LPI antagonism: 0%; Siah-1 displacement: -1%; NTR1 ag: 8.1; HIV peptide binding: 3.5%; NS5 inhibitors: -7%; GPR35 antagonists: -12%; UTI89 phage lysis: 0.3%; NTR1 ag cell count 20 µM: 58

What do the screens show for `O=C(Nc1cccc(NC(=O)c2ccco2)c1)c1ccc2c(c1)OCO2`?
AID2073: 2%; GPR55 activation: 0.2%; GPR55 LPI antagonism: -2%; Siah-1 displacement: 1%; NTR1 ag: -1.0; HIV peptide binding: 0.0%; NS5 inhibitors: -2%; GPR35 antagonists: 2%; UTI89 phage lysis: 2.2%; NTR1 ag cell count 20 µM: 74

How did CCc1cc2c(-c3ccccc3)cc(=O)oc2cc1OC(=O)c1cccs1 do in these assays?
AID2073: 11%; GPR55 activation: -0.3%; GPR55 LPI antagonism: 2%; Siah-1 displacement: -6%; NTR1 ag: 3.5; HIV peptide binding: -0.2%; GPR35 antagonists: -5%; UTI89 phage lysis: -0.1%; NTR1 ag cell count 20 µM: 79

What do the screens show for `CC1CCCN(c2ccc(C(=O)Nc3ccc4c(c3)OCO4)cc2[N+](=O)[O-])C1` (stereo unspecified)?
AID2073: -1%; GPR55 activation: 0.0%; GPR55 LPI antagonism: 8%; Siah-1 displacement: 9%; NTR1 ag: 1.8; HIV peptide binding: -2.8%; NS5 inhibitors: -7%; GPR35 antagonists: 1%; UTI89 phage lysis: 1.7%; NTR1 ag cell count 20 µM: 46

Results for COC(=O)C1(NC(=O)NC23CC4CC(CC(C4)C2)C3)CCCCC1 ?
AID2073: -4%; GPR55 activation: 0.5%; GPR55 LPI antagonism: 16%; Siah-1 displacement: -4%; NTR1 ag: 0.4; HIV peptide binding: 0.8%; NS5 inhibitors: -6%; GPR35 antagonists: 10%; UTI89 phage lysis: 0.3%; NTR1 ag cell count 20 µM: 48

How did COc1cccc(C(=O)N/N=C/c2ccc(OC3CSC3)cc2)c1 do in these assays?
AID2073: 17%; GPR55 activation: 0.0%; GPR55 LPI antagonism: 2%; Siah-1 displacement: 1%; NTR1 ag: 0.8; HIV peptide binding: 0.7%; NS5 inhibitors: 0%; GPR35 antagonists: -10%; UTI89 phage lysis: -0.4%; NTR1 ag cell count 20 µM: 33

How did COc1cc(NS(=O)(=O)c2ccc(-c3ccc(=O)[nH]n3)o2)cc(OC)c1OC do in these assays?
AID2073: 8%; GPR55 activation: 0.6%; GPR55 LPI antagonism: 1%; Siah-1 displacement: 3%; NTR1 ag: 0.0; HIV peptide binding: 0.4%; NS5 inhibitors: 7%; GPR35 antagonists: 12%; UTI89 phage lysis: 0.2%; NTR1 ag cell count 20 µM: 52

Results for O=C(C1=C(O)C(=O)N(CC2CCCO2)C1c1ccccc1)c1ccco1 (stereo unspecified) ?
AID2073: 5%; GPR55 activation: 0.0%; GPR55 LPI antagonism: -1%; Siah-1 displacement: 6%; NTR1 ag: -0.8; HIV peptide binding: 0.7%; NS5 inhibitors: -6%; GPR35 antagonists: 2%; UTI89 phage lysis: 0.0%; NTR1 ag cell count 20 µM: 43

How did CCOc1ccc(N(CC(=O)Nc2ccccc2C)S(=O)(=O)c2c(C)noc2C)cc1 do in these assays?
AID2073: inconclusive; GPR55 activation: -0.1%; GPR55 LPI antagonism: -14%; Siah-1 displacement: -1%; NTR1 ag: 2.2; HIV peptide binding: 0.3%; NS5 inhibitors: -5%; GPR35 antagonists: 1%; UTI89 phage lysis: -4.3%; NTR1 ag cell count 20 µM: 66

How did CC(=O)NC(=S)NNC(=O)C(c1ccccc1)c1ccccc1 do in these assays?
AID2073: 9%; GPR55 activation: 0.0%; GPR55 LPI antagonism: 3%; Siah-1 displacement: -9%; NTR1 ag: -0.7; HIV peptide binding: 2.2%; NS5 inhibitors: -11%; GPR35 antagonists: -14%; UTI89 phage lysis: 1.1%; NTR1 ag cell count 20 µM: 45

What do the screens show for `Cc1ccc(C)c(NCc2n[nH]c(=S)n2-c2ccccc2)c1`?
AID2073: 10%; GPR55 activation: 0.3%; GPR55 LPI antagonism: 14%; Siah-1 displacement: -4%; NTR1 ag: 2.3; HIV peptide binding: 0.4%; NS5 inhibitors: -1%; GPR35 antagonists: -11%; UTI89 phage lysis: -0.2%; NTR1 ag cell count 20 µM: 32

What do the screens show for `CCOC(=O)[C@@H]1[C@H]2COc3ccccc3[C@H]2N2C(=O)N(c3ccc(Cl)cc3)C(=O)[C@@]12C`?
AID2073: 5%; GPR55 activation: -0.2%; GPR55 LPI antagonism: -1%; Siah-1 displacement: 5%; NTR1 ag: -1.3; HIV peptide binding: -0.9%; NS5 inhibitors: 1%; GPR35 antagonists: 4%; UTI89 phage lysis: 1.3%; NTR1 ag cell count 20 µM: 97

What do the screens show for `O=C(CN1C(=O)CSC1=O)c1ccccc1`?
AID2073: -6%; GPR55 activation: -0.1%; GPR55 LPI antagonism: 4%; Siah-1 displacement: 3%; NTR1 ag: -0.9; HIV peptide binding: 0.5%; NS5 inhibitors: -2%; GPR35 antagonists: 2%; UTI89 phage lysis: 0.4%; NTR1 ag cell count 20 µM: 93

What do the screens show for `CC(C)(C)NC(=O)NC(=O)CSc1ncc(C(F)(F)F)cc1Cl`?
AID2073: 7%; GPR55 activation: -0.2%; GPR55 LPI antagonism: 7%; Siah-1 displacement: -4%; NTR1 ag: 3.8; HIV peptide binding: 0.5%; NS5 inhibitors: 1%; GPR35 antagonists: -4%; UTI89 phage lysis: -0.1%; NTR1 ag cell count 20 µM: 56

What do the screens show for `O=C(CN1C(=O)CSc2ncccc21)Nc1ccccc1F`?
AID2073: 5%; GPR55 activation: 0.1%; GPR55 LPI antagonism: 6%; Siah-1 displacement: 0%; NTR1 ag: -1.2; HIV peptide binding: 0.8%; NS5 inhibitors: 4%; GPR35 antagonists: 6%; UTI89 phage lysis: 0.7%; NTR1 ag cell count 20 µM: 59

What do the screens show for `CCCNS(=O)(=O)c1ccc(NC(=O)c2cccnc2)cc1`?
AID2073: 11%; GPR55 activation: -0.1%; GPR55 LPI antagonism: -10%; Siah-1 displacement: -4%; NTR1 ag: -1.3; HIV peptide binding: -0.1%; NS5 inhibitors: 8%; GPR35 antagonists: 0%; UTI89 phage lysis: 8.9%; NTR1 ag cell count 20 µM: 59

What do the screens show for `CCOC(=O)C1=C(CSc2nncn2C)NC(=O)NC1c1cc(OCC)ccc1OCC` (stereo unspecified)?
AID2073: -8%; GPR55 activation: -0.1%; GPR55 LPI antagonism: 5%; Siah-1 displacement: -7%; NTR1 ag: -0.4; HIV peptide binding: -1.6%; NS5 inhibitors: -3%; GPR35 antagonists: 0%; UTI89 phage lysis: 0.1%[50 µM]; NTR1 ag cell count 20 µM: 42

How did OCCC1CN(Cc2cccc(C(F)(F)F)c2)CCN1Cc1ccccc1 (stereo unspecified) do in these assays?
AID2073: -2%; GPR55 activation: -0.3%; GPR55 LPI antagonism: 16%; Siah-1 displacement: 0%; NTR1 ag: 1.3; HIV peptide binding: -1.2%; NS5 inhibitors: -4%; GPR35 antagonists: 4%; UTI89 phage lysis: -3.5%; NTR1 ag cell count 20 µM: 55
